# Screening data from PubChem BioAssay.
# NCI-60 one-dose screen, 48 h, at 10 µM unless noted. Numbers give growth in % (100 = growth as untreated, 0 = no growth, -100 = all killed).
# SK-OV-3 – SK-OV-3 ovarian cancer cells; actives 3.2% (n = 80,000); AID 1794785
# HT29 – HT29 colon cancer; actives 7.4% (n = 81,000)
# IGROV1 – IGROV1 ovarian cancer. actives 4.7% (n = 79,000). AID 1794786
# SW-620 – SW-620 colon cancer; actives 5.2% (n = 82,000); AID 1794795
# COLO 205 – COLO 205 colon cancer; AID 1794742; actives 7.3% (n = 79,000)
# KM12 – KM12 colon cancer cells; actives 5% (n = 82,000); AID 1794800
# HCT-116 – HCT-116 colon cancer; actives 7.3% (n = 82,000); AID 1794798
# HCT-15 – HCT-15 colon cancer; actives 5.2% (n = 82,000); AID 1794746
# OVCAR-4 – OVCAR-4 ovarian cancer cells | actives 3.7% (n = 80,000) | AID 1794784
# Active calls of the source: *; / = not tested or not shown; & = joins results of further samples. Rule for the calls: active = growth percent below 10; inactive = the rest.
SMILES,SK-OV-3,HT29,IGROV1,SW-620,COLO 205,KM12,HCT-116,HCT-15,OVCAR-4
CC(=O)c1ccc([N+](=O)[O-])cc1,112,99,109,102,114,111,108,105,103
CCCCNC(C)(C)C(SSSC(c1ccco1)C(C)(C)NCCCC)c1ccco1 (stereo not given),98,90,89,105,82,102,85,94,85
Nc1ccc(/C=N/Nc2ccnc3c(N)cccc23)c2cccnc12,97,-23*,88,-28*,-23*,0.4*,-93*,-50*,-51*
CC(C)c1ccc(C(C)C(=O)N(CC2=C(C(C)c3ccccn3)c3ccccc3C2)C(C)C)cc1 (stereo not given),/,22,/,31,36,38,11,30,30
Nc1ccc(C(=O)O)cc1Br,108,97,106,106,123,111,105,107,/
CCCCCCCCCC(=O)c1ccc(O)c(O)c1O,64,103,70,60,92,64,38,32,51
COc1cccc(-c2nn(-c3ccccc3)cc2-c2ccnc(NCCCNS(=O)(=O)c3ccc(Br)cc3)c2)c1,65,9.7*,48,70,21,44,41,43,47
CN(C)CC#Cc1ccc2ncc(C#N)c(Nc3ccc(F)c(Cl)c3)c2c1,17,66,3.5*,57,71,80,41,32,38
COC(=O)[C@]12CCC(C)(C)C[C@@H]1[C@@H]1NC(=O)C[C@@H]3[C@@]4(C)CCC(=O)NC(C)(C)[C@@H]4CC[C@@]3(C)[C@]1(C)CC2,91,97,95,104,103,106,92,107,113
COc1ccc(OCCCC(=O)Nc2nnc(C3CC3)s2)cc1,102,126,33,98,90,118,104,105,127
Cc1ccc(N/N=C(/C(=O)c2ccc(Cl)cc2)c2nc(C)cc(=O)[nH]2)cc1,116,111,7.6*,94,116,115,87,111,116
CS(N)(=O)=O,116,116,114,108,115,106,105,102,103
CC(C)(C)c1ccc(COc2ccc(/C=C3\C(=O)Nc4ccc(Cl)cc43)cc2)cc1,104,103,105,93,108,100,91,85,95
COc1ccc2nc3cc(Cl)ccc3c(Cl)c2n1,109,98,86,115,127,106,103,99,/
O=c1[nH]c2ccc(Cl)cc2cc1CSc1ccc(Nc2nccc(-c3ccc(Cl)cc3)n2)cc1,122,45,85,3.6*,4.6*,31,33,16,-60*

# Looked up above:
# `CC(C)c1ccc(C(C)C(=O)N(CC2=C(C(C)c3ccccn3)c3ccccc3C2)C(C)C)cc1` (stereo not given) – SW-620: 31
# `Cc1ccc(N/N=C(/C(=O)c2ccc(Cl)cc2)c2nc(C)cc(=O)[nH]2)cc1` – KM12: 115
# `COc1ccc(OCCCC(=O)Nc2nnc(C3CC3)s2)cc1` – KM12: 118
# `CC(=O)c1ccc([N+](=O)[O-])cc1` – OVCAR-4: 103
# `CS(N)(=O)=O` – HCT-116: 105
# `CN(C)CC#Cc1ccc2ncc(C#N)c(Nc3ccc(F)c(Cl)c3)c2c1` – IGROV1: 3.5*

# Additional structures.
SMILES,SK-OV-3,HT29,IGROV1,SW-620,COLO 205,KM12,HCT-116,HCT-15,OVCAR-4
COc1cc(C(=O)O)c(OC)c2c1OCO2,97,101,109,94,103,116,106,102,97
CN(C=O)c1ccc([N+](=O)[O-])cc1,92,75,95,106,105,95,101,100,111
Cc1cc(=O)n2[nH]c(-c3ccco3)cc2n1,115,113,113,104,114,102,111,101,102
N#CC(C#N)=NNc1ccc(S(=O)(=O)c2ccc(NN=C(C#N)C#N)cc2)cc1,74,112,107,94,67,93,95,102,117
Cc1[nH]c(C(=O)Nc2ccc(C(=O)NCC(N)=O)cc2OC(C)C)c(Cl)c1Cl,104,113,92,105,110,97,84,91,97
Nc1cc(=O)[nH]c2ncnn12,95,98,112,102,105,117,104,99,104
COc1cc(/C=C/c2nnc(-c3[nH]nc4c3Cc3ccccc3-4)o2)cc(OC)c1OC,97,91,91,102,80,88,96,91,100
Oc1[nH]c(N=C2N=c3ccccc3=N2)c2ccccc12,91,64,39,67,74,62,48,57,64
Cn1c(C#N)ccc1-c1cccc(NS(C)(=O)=O)c1,101,99,101,105,107,97,91,103,96
CCOC(=O)C1=C2C=Cc3c(ccc4ccccc34)N2C(C(=O)C(C)(C)C)C1 (stereo not given),107,104,105,104,109,100,107,102,106
COc1cc(OC)c2c(=O)c(O)c(-c3ccccc3)oc2c1,81,100,79,78,104,79,63,52,65
CCOC(=O)c1ccc(NC(=O)Nc2nccs2)cc1,11,-26*,-16*,16,-83*,-33*,1.9*,4.6*,17
O=C(OCCc1ccccc1)c1ccccc1,108,101,101,104,120,96,106,96,100
O=C(c1ccc2ccccc2c1O)N1CCCCC1,112,103,119,116,108,115,99,98,102
Cn1c(C2=CC(=O)c3ccccc3C2=O)c(C2=CC(=O)c3ccccc3C2=O)c2ccccc21,105,117,107,101,104,108,102,106,106

# Of the compounds above, 2 have a tert-butyl group:
SMILES,SK-OV-3,HT29,IGROV1,SW-620,COLO 205,KM12,HCT-116,HCT-15,OVCAR-4
CC(C)(C)c1ccc(COc2ccc(/C=C3\C(=O)Nc4ccc(Cl)cc43)cc2)cc1,104,103,105,93,108,100,91,85,95
CCOC(=O)C1=C2C=Cc3c(ccc4ccccc34)N2C(C(=O)C(C)(C)C)C1 (stereo not given),107,104,105,104,109,100,107,102,106

# Additional entries:
SMILES,SK-OV-3,HT29,IGROV1,SW-620,COLO 205,KM12,HCT-116,HCT-15,OVCAR-4
COc1ccc([C@@H]2COc3cc(O)ccc3C2)c(O)c1,110,96,102,105,102,90,91,94,91
O=C(NC(=S)Nc1c(Cl)cc(Cl)cc1Cl)c1ccccc1,104,98,97,105,107,90,94,89,/
CN(C)CCN(C)CC(C)(C)C(=O)/C=C/c1ccc(Cl)cc1,5.6*,-17*,16,-24*,-87*,-24*,-92*,-66*,7.9*
NC(=O)C(=O)c1c[nH]c2ccccc12,102,100,91,100,100,102,101,105,105
O=c1c2ccccc2nc(CN2CCOCC2)n1/N=C/c1ccccc1,105,109,111,104,109,102,105,98,101
COc1cc2c(cc1-c1c(C)noc1C)ncc1nc(C3CCC(F)(F)CC3)n([C@H](C)COC(F)F)c12,10,17,41,57,25,45,33,17,48
Nc1n[nH]c2cccc(C#Cc3cccc(C(=O)Nc4ccc(CN5CCOCC5)c(C(F)(F)F)c4)c3)c12,89,17,19,49,13,19,13,23,47
NC(=S)c1cccnc1,119,105,121,106,115,99,100,95,104
CN(C)CCN(C=O)CCN(C)C,105,99,122,104,112,107,108,105,101
CCCCCCCCCCCCCCCC/C=C\C(CC(=O)O)C(=O)O (stereo not given),106,100,109,108,107,102,105,101,113
O=C(CCCCCn1c2ccccc2c2c3c(c4c5ccccc5[nH]c4c21)C(=O)N(O)C3=O)N1CCOCC1,70,0.2*,-26*,56,62,48,24,49,65
COc1ccccc1N1C(=O)CC(Sc2ccccc2N)C1=O (stereo not given),102,102,70,100,110,116,95,100,94
O=C(CSc1nnc(-c2ccncc2)o1)N/N=C/c1ccc([N+](=O)[O-])cc1,106,115,103,107,107,102,89,104,108
CCOC1=C2C=C(c3ccc(F)cc3)C(=O)OC2Oc2ccccc21 (stereo not given),95,95,/,94,105,108,84,103,107
Nc1nc2ncc(CNc3ccc(C(=O)N[C@@H](CCc4nn[nH]n4)c4nn[nH]n4)cc3)nc2c(=O)[nH]1,98&99,81&106,105&100,105&99,106&106,104&98,103&97,102&95,112&112
BrC1=C(Br)CCCC1,108,102,109,108,110,109,101,91,97
CCCCn1c(=O)c(-c2cc(-c3ccc(F)cc3)nc(-c3ccc(F)cc3)c2)cc2ccc(Cl)cc21,107,101,102,101,108,104,102,100,103
C=CCN(CC=C)C(=O)Nc1cc(OC)ccc1OC,111,103,/,97,141,108,99,85,100
O=C1CSC(c2cc3ccccc3[nH]c2=O)N1Cc1ccc2c(c1)OCO2 (stereo not given),103,89,94,108,108,110,103,98,104
O=C1Nc2ccccc2S/C1=C/c1ccccc1,87,105,75,103,102,96,88,89,76
COc1ccc(-c2nn(-c3ccccc3)cc2/C=C2\SC(=O)NC2=O)cc1,93,114,103,107,123,98,95,89,90
COc1cc2c(c(OC)c1OC)C(=O)CC(c1cccc(NC(=O)c3ccc(C#N)cc3)c1)O2 (stereo not given),99,85,85,96,91,71,62,76,63
COc1nc(N)nc(Cl)n1,101,83,99,107,110,112,95,109,106
CC[C@]12C=CCN3CC[C@@]4(c5cc(NC(=O)CN[C@@H](Cc6c[nH]c7ccccc67)C(=O)OC)c(OC)cc5N(C)[C@H]4[C@@](O)(C(=O)OC)[C@@H]1OC(C)=O)[C@@H]32,101,99,97,106,97,103,96,100,91
OCC1OCC(O)C(O)C1O (stereo not given),104,107,117,111,124,111,93,115,100
C/C=C\C=N\NC(N)=S,73,46,88,78,92,109,13,79,52
COc1ccc(Nc2ccc3ccccc3c2)cc1,73,65,/,72,94,47,79,78,79
NS(=O)(=O)c1ccc(N2N=C(c3cccs3)CC2c2ccccc2O)cc1 (stereo not given),6.8*,-26*,13,19,-74*,-16*,3.1*,4.2*,61
O=C(/C(=C\c1ccc([N+](=O)[O-])cc1)S(=O)Cc1ccc(Cl)cc1)c1ccc(Cl)cc1 (stereo not given),105,17,63,28,75,74,4.9*,35,81
Nc1nc(-c2nnc(Nc3ccc(Oc4ccccc4)cc3)s2)cs1,98,97,106,108,109,103,107,105,99

# Results in COLO 205, KM12 and OVCAR-4, for some of the entries so far:
smiles | COLO 205 | KM12 | OVCAR-4
NS(=O)(=O)c1ccc(N2N=C(c3cccs3)CC2c2ccccc2O)cc1 (stereo not given) | -74* | -16* | 61
COc1ccc(Nc2ccc3ccccc3c2)cc1 | 94 | 47 | 79

# Additional compounds follow.
SMILES,SK-OV-3,HT29,IGROV1,SW-620,COLO 205,KM12,HCT-116,HCT-15,OVCAR-4
Nc1nc(Nc2ccc(Br)cc2)n(Cc2cccc(Br)c2)n1,97,104,106,/,114,103,97,94,99
CCCCNc1nc2c(c(=O)n(C)c(=O)n2C)n1C,103,96,100,112,116,103,107,102,109
CCc1ccc(Cc2cnc(NC(=O)C(=S)N3CCOCC3)s2)cc1,105,106,94,97,113,107,101,96,109
COC(=O)C1=NC(=S)N=C(C(=O)OC)C1(C)C(=O)c1ccc(Cl)cc1,113,114,101,110,117,108,104,100,109
O=C(O)c1cccc(S(=O)(=O)c2ccccc2)c1,116,104,100,98,104,97,109,99,102
NNC(=O)c1cnc2ccccc2n1,96,112,103,107,102,104,114,100,117
N#Cc1nc(Cc2cccc3ccccc23)oc1N1CCN(C(c2ccccc2)c2ccccc2)CC1,112,95,/,97,100,103,99,90,90
Cc1cc(C)cc([N+](=O)[O-])c1,109,128,104,109,112,105,111,98,118
CCCNc1ccc(S(=O)(=O)c2ccc(N)cc2)cc1,101,99,91,102,108,106,114,106,/
O=C(Cn1cc(CSc2nnc3oc4ccccc4n23)nn1)Nc1ccc(F)cc1F,74,113,109,105,121,108,98,99,101
O=C1/C(=N\c2nnc(-c3ccc(Cl)cc3)s2)c2ccccc2N1Cc1ccccc1,102,98,/,100,114,106,99,96,100
CCCCCCCC/C=C/CCCCCCCC1=NC(C)(C)CN1CCO,79,-42*,-40*,-66*,-64*,-68*,-68*,-35*,52
O=C(Oc1cccc(OC(=O)c2ccc(Cl)cc2)c1)c1ccc(Cl)cc1,101,111,102,110,97,101,106,103,94

# Structural class: the entries above with two or more sulfur atoms
SMILES,SK-OV-3,HT29,IGROV1,SW-620,COLO 205,KM12,HCT-116,HCT-15,OVCAR-4
CCCCNC(C)(C)C(SSSC(c1ccco1)C(C)(C)NCCCC)c1ccco1 (stereo not given),98,90,89,105,82,102,85,94,85
NS(=O)(=O)c1ccc(N2N=C(c3cccs3)CC2c2ccccc2O)cc1 (stereo not given),6.8*,-26*,13,19,-74*,-16*,3.1*,4.2*,61
Nc1nc(-c2nnc(Nc3ccc(Oc4ccccc4)cc3)s2)cs1,98,97,106,108,109,103,107,105,99
CCc1ccc(Cc2cnc(NC(=O)C(=S)N3CCOCC3)s2)cc1,105,106,94,97,113,107,101,96,109
